From PubChem
TAAR1 antagonist: human TAAR1 antagonism. hit rate 1.5% among 360,000. CHO RD-HGA16 TAAR1, Fluo-8 calcium fluorescence, antagonist. inhibition, % at 3 µM;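 active = inhibition above a per-plate cutoff, the mean inhibition of test compounds on that plate plus 3 SD, cut at about 49% in these data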;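 note: 0% = DMSO plus EC80 beta-PEA response and 100% = DMSO alone without agonist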
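Test system – hTAAR1-expressing CHO RD-HGA16 cells, Gα16-coupled · Also added – β-PEA at EC80 concentration, post-compound challenge · Compound – 3 µM, single point · Incubation – dye loading 75 min at 37 °C, then 30 min room temperature · Measured by – Fluo-8 intracellular calcium dye fluorescence, real-time kinetic reads · Benchmarks – vehicle and agonist controls · Replicates – singlicate, one well per test compound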
CHO parental Ca: signal in parental CHO cells, OX1R antagonist counter-screen | parental CHO-K1, ATP-induced calcium, Fluo-8 fluorescence | inhibition, % at 5.6 µM | hit rate 0.63% among 330,000 | AID 463079;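 active = inhibition above that plate's mean sample inhibition plus 3 SD, cut at about 26% in these data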;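 note: 0% = ATP-challenged DMSO wells and 100% = DMSO wells without ATP; some compounds past the cut are filed as inactive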
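Test system: untransfected parental CHO cell line; also added: ATP stimulus; dosing: 5.6 µM, single dose; signal: calcium-sensitive Fluo-8 fluorescence; measure: percent inhibition of ATP-evoked calcium rise, normalized to controls; benchmarks: low control ATP plus DMSO, high control DMSO only; replication: one well per compound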
OXTR potentiate: potentiators of human oxytocin receptor. P30559. CHO-OTR cells, Fluo-8 calcium fluorescence, potentiator mode; 0% = oxytocin EC15, 100% = EC100. activation, % at 3 µM. hit rate 0.061% among 320,000. AID 2445;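 active = activation above that plate's cutoff, the mean activation of tested compounds plus 3 SD, cut at about 6.6% in these data, passing the limit was not always enough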;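 note: 100% uses oxytocin at 75 nM as the full agonist control; some results filed as inactive read as strong as hits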
Target sequence (P30559 whole entry, looked up): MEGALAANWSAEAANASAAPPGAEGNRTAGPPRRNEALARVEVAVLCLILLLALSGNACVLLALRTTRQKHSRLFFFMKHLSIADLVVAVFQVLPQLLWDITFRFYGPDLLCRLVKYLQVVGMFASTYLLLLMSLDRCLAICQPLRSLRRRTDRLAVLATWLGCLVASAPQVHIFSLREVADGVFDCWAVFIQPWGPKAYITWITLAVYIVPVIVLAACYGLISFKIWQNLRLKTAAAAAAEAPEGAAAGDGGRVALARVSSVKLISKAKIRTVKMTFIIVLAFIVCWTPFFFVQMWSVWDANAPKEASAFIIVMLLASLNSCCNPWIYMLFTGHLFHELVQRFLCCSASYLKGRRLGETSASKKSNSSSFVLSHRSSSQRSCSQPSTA
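System: human OTR in CHO cells; Also added: sub-maximal oxytocin, roughly EC15; Timing: compound 6 min at room temperature before oxytocin, 100 s read; Technique: Fluo-8 intracellular calcium fluorescence, ex 470-495, em 515-575 nm; Controls: oxytocin EC15 low and EC100 high; Replication: singlicate.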
CHO-K1 Ca antag: nonselective inhibitor or artifact in parental CHO-K1 cells | ATP-induced calcium, Fluo-8 fluorescence | inhibition, % at 3 µM | hit rate 0.6% among 360,000 | AID 602250;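 active = inhibition above a per-plate cutoff, the plate's mean sample inhibition plus 3 SD, cut at about 24% in these data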;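 note: 0% = DMSO plus EC80 ATP and 100% = DMSO alone without ATP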
CHO-K1 Ca ag: nonselective activator or artifact in parental CHO-K1 cells. Fluo-8 calcium fluorescence; scaled to maximal ATP response, vehicle zero. activation, % at 3 µM. hit rate 0.48% among 360,000. AID 602248; in the data active = activation above about 15%;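 note: untransfected CHO-K1 host cells lacking M1 receptor as counterscreen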
M1 PAM parental: counter-screen for M1 PAMs: effect in parental CHO-K1 cells; ATP EC20, Fluo-8 calcium fluorescence; 0% at ATP EC20, 100% at ATP max; activation, % at 3 µM; hit rate 0.02% among 360,000;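 active = activation above the run cutoff, the mean activation of all test compounds plus 3 SD, cut at about 40% in these data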;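 note: peak over basal fluorescence ratio in a 140 s read after ATP addition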
CHRM1 agonist: human M1 muscarinic receptor agonism; P11229; CHO-K1 hM1, Fluo-8 calcium fluorescence, agonist mode; 0% DMSO, 100% acetylcholine EC100; activation, % at 3 µM; hit rate 0.33% among 360,000;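 active = activation above the run's mean compound activation plus 3 SD, cut at about 16% in these data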;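 note: peak over basal fluorescence ratio within a 140 s kinetic read after compound addition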
TAAR1 agonist: human TAAR1 agonism; activation, % at 3 µM; hit rate 0.99% among 360,000; CHO RD-HGA16 TAAR1, Fluo-8 calcium fluorescence; vehicle wells 0%, saturating PEA agonist 100%;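 active = activation above the mean activation of all test compounds in the run plus 3 SD, cut at about 38% in these data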
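System: CHO-derived RD-HGA16 cells with stable Gα16 and human TAAR1. Times: 17-24 h plating, Fluo-8 75 min 37 °C, 30 min RT. Measured by: calcium-sensitive Fluo-8 signal, excitation 470-495, emission 515-575 nm. Read-out basis: % activation relative to PEA EC100 response. Control set: DMSO and PEA EC100. Repeats: no replicates (n 1).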
V1aR counter: counter-screen for oxytocin receptor agonists: human V1a receptor agonists. hit rate 0.25% among 320,000. CHO-V1R cells, Fluo-8 calcium fluorescence, agonist mode; 0% DMSO, 100% 3 nM vasopressin. activation, % at 3 µM. P37288;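 active = activation above the mean activation of all tested compounds plus 3 SD, per screening run, cut at about 20% in these data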;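 note: signal is peak over basal fluorescence ratio across a 100 second FLIPR read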
Target sequence (P37288 whole entry, looked up): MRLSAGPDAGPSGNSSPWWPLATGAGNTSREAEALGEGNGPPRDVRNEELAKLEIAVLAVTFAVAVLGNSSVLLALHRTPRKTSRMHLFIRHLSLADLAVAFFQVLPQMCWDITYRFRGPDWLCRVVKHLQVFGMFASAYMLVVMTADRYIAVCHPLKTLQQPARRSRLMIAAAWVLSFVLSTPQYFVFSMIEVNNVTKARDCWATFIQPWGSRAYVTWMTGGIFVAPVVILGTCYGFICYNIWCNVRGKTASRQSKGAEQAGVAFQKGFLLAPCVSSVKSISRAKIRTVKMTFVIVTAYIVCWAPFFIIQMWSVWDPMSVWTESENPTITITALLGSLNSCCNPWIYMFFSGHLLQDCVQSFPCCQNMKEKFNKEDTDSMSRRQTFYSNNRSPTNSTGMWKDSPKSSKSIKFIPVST
* = called active by the depositor; . = not tested or not shown.

SMILES	TAAR1 antagonist	CHO parental Ca	OXTR potentiate	CHO-K1 Ca antag	CHO-K1 Ca ag	M1 PAM parental	CHRM1 agonist	TAAR1 agonist	V1aR counter
CC(C)Cc1nc(C#N)c(N2CCC(C(N)=O)CC2)o1	-6	0	-5	-10	0.2	18	-4	4	0.2
CC(C)[C@H](NC(=O)OCc1ccccc1)C(=O)OCC(=O)NCc1ccco1	-33	.	.	-2	-0.4	4	-1	0	.
CC(=O)Nc1ccc(S(=O)(=O)N(C)CC(=O)NCCC2=CCCCC2)cc1	-4	-8	-11	-6	3.9	2	-1	5	0.7
COc1ccccc1/C=C/C=C1\Oc2c(ccc(O)c2CN2CCN(CCO)CC2)C1=O	2	2	-7	1	2.7	0	-2	32	9.7
CN(CC(=O)Nc1ccc(Cl)c(Cl)c1)C(=O)c1ccccc1SCC(=O)N1CCCC1	42	.	.	-11	5.0	-2	-1	19	.
COc1cc(NC(=O)Nn2cnnc2)cc(OC)c1OC	-9	5	-2	-24	-0.8	21	5	1	-0.2
CC(=O)N[C@@H]1c2c(ccc3ccccc23)OC[C@@H]1COC(C)=O	-5	-14	-7	10	0.1	8	-4	4	-0.4
CN1C(=O)CC(C(=O)O)SC1=Nc1cccc(C(F)(F)F)c1 (configuration not stated)	-3	2	6	7	0.1	-4	-2	8	0.5
O=C(CCN1CCN(Cc2ccccc2)CC1)NNC(=O)Nc1cccc([N+](=O)[O-])c1	-17	.	.	-10	1.7	16	-6	5	.
Cc1ccc(Oc2cnc3ccccc3n2)cc1	-9	0	-7	-13	0.8	19	-6	24	-0.1
Cc1c(C(=O)O)sc2[nH]c(=O)n(Cc3ccccc3)c(=O)c12	-1	-12	-1	2	0.1	-2	-2	3	0.9
CN(C)CCOc1ccc2ccccc2c1	-14	-11	-7	-7	0.3	14	-4	4	-1.1
COc1ccc2ccc(O)c(CN(C)CC(=O)Nc3ccccc3C(F)(F)F)c2c1	-20	-17	-4	-12	2.0	16	-1	-3	-0.3
COc1cccc(C2NC(=O)CCC2[N+](=O)[O-])c1OC (configuration not stated)	-2	2	-8	-15	1.1	3	-3	-1	0.9
COc1cc(/C=N/NC(=O)c2cc(-c3ccccc3)nc3ccccc23)cc(OC)c1O	14	-26	-7	-10	3.5	10	-3	7	-0.7
O=C(Nc1ccc(F)cc1)Nc1nnc(-c2ccccc2)o1	-3	3	-3	-14	0.4	15	-8	4	1.5
COC(=O)c1cc(F)c(-n2cncn2)c(F)c1	6	2	-3	2	0.1	5	-1	8	0.5
COCCNC(=O)c1cc(-c2ccccc2C)n(CC2CC(c3cccc([N+](=O)[O-])c3)=NO2)n1 (configuration not stated)	7	-13	-6	-13	0.2	15	-6	9	0.4
CN(CC(=O)Nc1cccc(F)c1)CC(=O)Nc1cccc([N+](=O)[O-])c1	-3	-2	-6	-6	2.2	4	-4	5	6.8
Cc1cc(Br)cn2c(Cc3ccccc3)c(-c3ccccc3)nc12	-11	.	.	-3	0.4	6	-3	-1	.
COc1ccc([C@H]2C[C@@H](O)[C@H](n3cc(-c4ccc(F)cc4)nn3)CN2CC2CCCCC2)cc1	-11	.	.	-4	0.2	-7	-3	0	.
CC1CCCCN1C(=S)Nc1ccc(OC(F)F)cc1 (configuration not stated)	13	-4	-7	-1	4.3	17	-1	12	4.1
CCOC(=O)c1n[nH]c(=O)c2ccccc12	-8	-8	1	2	0.0	7	-8	4	0.8
c1ccc(C2Nc3ccccc3C3OCCCC23)cc1 (configuration not stated)	-9	-16	-11	-8	0.1	16	-6	0	-0.9
COc1ccc(-c2ccc(C#N)c(OC(=O)c3c(Cl)cccc3Cl)n2)cc1	30	-17	-11	-5	0.3	13	-3	9	-0.5

Sorted by SMILES length (smallest number first): some entries from above
SMILES	TAAR1 antagonist	CHO parental Ca	OXTR potentiate	CHO-K1 Ca antag	CHO-K1 Ca ag	M1 PAM parental	CHRM1 agonist	TAAR1 agonist	V1aR counter
CN(C)CCOc1ccc2ccccc2c1	-14	-11	-7	-7	0.3	14	-4	4	-1.1
c1ccc(C2Nc3ccccc3C3OCCCC23)cc1 (configuration not stated)	-9	-16	-11	-8	0.1	16	-6	0	-0.9
COc1ccc(-c2ccc(C#N)c(OC(=O)c3c(Cl)cccc3Cl)n2)cc1	30	-17	-11	-5	0.3	13	-3	9	-0.5

Remaining list, next part
SMILES	TAAR1 antagonist	CHO parental Ca	OXTR potentiate	CHO-K1 Ca antag	CHO-K1 Ca ag	M1 PAM parental	CHRM1 agonist	TAAR1 agonist	V1aR counter
COCCn1c(SCC(=O)/C=C2\N(C)c3ccccc3C2(C)C)nnc1-c1ccncc1	8	0	-13	10	3.2	-4	-4	5	3.7
CCN(CC)CCOc1nnc(-c2ccc(OC)cc2)c2ccccc12	9	-7	-1	-5	0.0	-10	-11	-1	1.4
COc1ccc(S(=O)(=O)Nc2ccccc2C(F)(F)F)cc1	5	-12	-5	-22	0.3	19	-5	3	-0.8
CCCn1c(SCC(=O)NC23CC4CC(CC(C4)C2)C3)n[nH]c1=O	11	-11	-7	-7	0.7	9	-3	12	-0.3
CS(=O)(=O)N1Cc2ccccc2CC1C(=O)OCC(=O)NCCc1ccc(S(N)(=O)=O)cc1 (configuration not stated)	-2	-8	-3	-21	0.6	-2	-3	2	1.9
C#CCNC(=O)c1ccc(OCc2ccccc2)cc1Cl	-29	-13	3	-14	1.1	11	-4	3	0.4
Cc1cc(C)n2nc(C(=O)N(C)C(c3ccccc3)c3ccccc3)nc2n1	-7	1	-2	-14	1.4	25	-11	7	0.4
COc1ccc(-c2csc(N(CC3CCCO3)C(=O)c3ccc(C)cc3)n2)cc1 (configuration not stated)	-16	26	-10	6	0.3	7	-3	2	1.6
CCOC(=O)[C@@H]1[C@H]2COc3cc(OC)ccc3[C@H]2N2C(=O)N(c3ccc(C)cc3)C(=O)[C@@]12C	1	-25	1	-6	-0.1	10	-2	5	1.1
CC1=C(C(=O)Nc2ccccc2)C(c2ccc(C(C)C)cc2)N2C(=O)CSC2=N1 (configuration not stated)	-6	-16	1	-3	0.2	7	-5	7	-0.2
COCCNC(=O)c1cccc2c(-c3ccnn3C)coc12	-13	.	.	-16	1.6	-10	0	3	.
CCn1c2ccccc2c2cc(NC(=O)C(=O)NCC3CCCO3)ccc21 (configuration not stated)	-16	-9	-7	-18	-1.0	13	-4	-1	0.3
CC(=O)Nc1ccc(N(C(=O)c2ccco2)C(C(=O)NC2CCCC2)c2ccc(N3CCOCC3)cc2)cc1 (configuration not stated)	5	-8	-1	-5	0.3	17	-7	3	0.8
COc1ccc(/C=N/Nc2nc(N3CCCC3)nc(N3CCCC3)n2)cc1	8	-15	-7	-11	1.3	22	-7	2	-0.1
COC(=O)CCCn1cc(CN2CC(N3CCN(CCN(C)C)CC3)CS2(=O)=O)nn1 (configuration not stated)	-6	.	.	-29	1.0	24	.	8	.
O=C(O)c1cc(S(=O)(=O)N2CCCCC2)ccc1N1CCCCC1	-2	3	0	1	-0.3	-18	-3	6	0.1
COCCCNC(=O)c1cccc(NC(=O)c2ccccc2)c1	14	-10	-10	3	0.4	1	-4	1	-0.2
COC(=O)c1ccc2c(=O)n(CCCN3CCCC3=O)c(=S)[nH]c2c1	-37	-15	0	-6	0.8	9	-2	7	-0.3
Cc1ccc(C(=O)OCC(=O)N2CC(C)CC(C)C2)cc1S(=O)(=O)N1CCOCC1 (configuration not stated)	-14	-9	-11	-12	1.8	11	-3	0	-0.6
Cc1ccc(N(CC2CO2)S(=O)(=O)c2ccc(C)cc2)cc1 (configuration not stated)	-6	-14	-5	-14	0.5	20	-7	7	1.0
Cc1ccccc1NC(=O)c1c(C)cc(=O)oc1C	-22	-20	1	-25	1.1	29	-3	2	0.3
COc1ccc(Cl)cc1C(=O)NNC(=O)COC(=O)c1ccc(Br)o1	-21	-24	-2	-10	0.6	6	-2	1	-0.4
Cc1cc(C(=O)COc2nncc3ccccc23)c(C)n1C	0	.	.	-9	0.2	3	-2	16	.
Cc1cn(C(=O)C(C)N2C(=O)c3ccccc3C2=O)c(C)n1 (configuration not stated)	-2	-11	4	-18	0.1	17	-4	1	-0.1
COc1ccc(-c2n[nH]c(=S)n2/N=C/c2cccn2C)cc1	10	-13	-13	-20	3.8	-7	0	1	4.7
New compounds follow.
SMILES	TAAR1 antagonist	CHO parental Ca	OXTR potentiate	CHO-K1 Ca antag	CHO-K1 Ca ag	M1 PAM parental	CHRM1 agonist	TAAR1 agonist	V1aR counter
CC(C(=O)N1CCN(C2c3ccccc3-c3ccccc32)CC1)N1C(=O)c2ccccc2C1=O (configuration not stated)	4	-35	-3	-7	1.4	21	-5	8	-0.9
O=C(/C=N/NC(=O)c1ccc(Cl)cc1Cl)c1ccccc1	7	-15	-4	-16	3.6	14	0	0	1.5
CCOC(=O)C1(CCOC)CCN(C(=O)c2sccc2C)CC1	-11	-13	-2	-3	0.6	5	0	-4	1.4
CCCCC(=O)NCCNc1nc2c(c(=O)n(C)c(=O)n2C)n1Cc1ccc(F)cc1	-6	-29	0	1	-0.2	6	-4	4	-0.9
COc1cccc(OC)c1C(=O)N1CCN(S(=O)(=O)c2ccc(C)cc2)CC1	8	-17	4	-4	0.2	-2	-3	6	0.8
CC(C)c1ccc(N(CC(=O)NCCSC(C)(C)C)S(C)(=O)=O)cc1	-16	-14	0	9	0.6	-7	-2	7	-0.7
Cc1ccc(-n2c(C)cc(C=C3C(=O)N(C)C(=O)N(C)C3=O)c2C)cc1	-28	.	.	-10	0.4	-2	-1	6	.
COc1ccc(N(CN2C(=O)c3ccccc3C2=O)C(=O)COc2ccc(Cl)cc2Cl)cc1	1	-2	-8	-5	0.4	4	-5	-1	0.5
CSc1ncc2ncn(C3OC(CO)C(O)C3O)c2n1 (configuration not stated)	-24	11	-13	-17	0.7	22	-2	2	0.3
Cc1cccc(OCCNC(=O)c2cccc(Oc3ccc(C(F)(F)F)cc3[N+](=O)[O-])c2)c1	27	-19	-11	-3	0.6	4	-10	1	2.4
Cc1ccnc(NS(=O)(=O)c2ccc(NC(=O)c3oc4ccccc4c3C)cc2)n1	-10	-18	-4	0	0.9	10	-1	1	1.7
CN(C)c1nc(SCC#N)nc(N2CCOCC2)n1	-11	-9	-9	-11	0.6	12	-2	0	-0.4
CN1CCN(CCCNC(=O)c2ccc3c(=O)n(CCc4ccccc4)c(=O)[nH]c3c2)CC1	-15	-17	2	-6	0.8	17	-11	8	0.2
Cc1csc(SCc2nnc(-c3ccccc3Br)o2)n1	5	-7	-12	-1	0.5	0	1	13	0.7
O=C(C1CCN(c2nnc(-n3cccc3)s2)CC1)N1CCCCC1	-19	-3	-23	-15	0.8	13	-5	1	1.4
